# DRD3 agonist: qHTS of D3 Dopamine Receptor Agonist: qHTS; D(3) dopamine receptor (Homo sapiens), P35462; D3R DiscoveRx beta-arrestin cells, luminescence, 90 min; max activation, %; actives 0.58% (n = 410,000); in the data active = max activation above about 30%; also: 0% is about no effect; mostly tested at two doses, the higher about 12 µM
#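 Agonist mode: compounds and dopamine controls were applied to plated cells for 90 min at 37 degrees C after an overnight attachment at 1500 cells/well. Luminescent read-out followed 30 - 60 minutes at room temperature with DiscoveRx detection reagent.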
# aSyn yeast inh: qHTS of alpha-syn Inhibitors | actives 0.14% (n = 370,000) | AID 652106, 2013 | Potency, µM (top dose mostly 46.1 µM), inactives show at the top dose growth rescue (activation), usual class: activators | Yeast expressing alpha-synuclein, growth rescue, BacTiter-Glo, 24 h; also: potency is read from the fitted curve at half-maximal effect; % of control where 0% means no effect; nearly all actives have a fitted effect of over 65% in size
#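 Rescue of yeast growth: cells expressing toxic alpha-synuclein, induced in galactose at OD600 0.02, incubated with compound 24 h at 30 C. ATP luminescence quantified growth; inhibitors of toxicity appear as activators.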
# Abeta yeast res: qHTS for compounds that reverse cellular toxicity of Amyloid beta (A-beta) peptide in yeast: Primary Screen; yeast expressing A-beta42, growth rescue, OD600, 48 h; response scale: 0% DMSO, 100% iron-clioquinol control; AID 1347071, 2019; actives 0.063% (n = 410,000); Potency, µM (series often up to 46.1 µM), inactives show at the top dose growth rescue, hits mostly activators; also: potency is read from the fitted curve at half-maximal effect; nearly all actives have a fitted effect of over 55% in size
#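 Yeast A-beta toxicity model in growth medium with pinned compounds, 48 h at 30 C; growth read as absorbance at 600 nm. Normalized to FeCl3/clioquinol equimolar mix (positive) and DMSO (negative).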
# EPAC2 antag: qHTS for Antagonist of cAMP-regulated guanine nucleotide exchange factor 2 (EPAC2): primary screen | Rap guanine nucleotide exchange factor 4 (Homo sapiens), Q8WZA2 | EPAC2 GEF exchange of Rap1B-BODIPY-GDP, fluorescence | Potency, µM (top dose mostly 114 µM), for inactives: top-dose activity, negative = inhibition, most hits filed as inhibitors | actives 0.18% (n = 360,000); also: potency is read from the fitted curve at half-maximal effect; % is scaled to controls: 0 for no effect and ±100 for the full control effect; nearly all actives have a fitted effect of over 45% in size; many of its hits are not listed in these tables
# Target sequence (Q8WZA2 whole entry, looked up): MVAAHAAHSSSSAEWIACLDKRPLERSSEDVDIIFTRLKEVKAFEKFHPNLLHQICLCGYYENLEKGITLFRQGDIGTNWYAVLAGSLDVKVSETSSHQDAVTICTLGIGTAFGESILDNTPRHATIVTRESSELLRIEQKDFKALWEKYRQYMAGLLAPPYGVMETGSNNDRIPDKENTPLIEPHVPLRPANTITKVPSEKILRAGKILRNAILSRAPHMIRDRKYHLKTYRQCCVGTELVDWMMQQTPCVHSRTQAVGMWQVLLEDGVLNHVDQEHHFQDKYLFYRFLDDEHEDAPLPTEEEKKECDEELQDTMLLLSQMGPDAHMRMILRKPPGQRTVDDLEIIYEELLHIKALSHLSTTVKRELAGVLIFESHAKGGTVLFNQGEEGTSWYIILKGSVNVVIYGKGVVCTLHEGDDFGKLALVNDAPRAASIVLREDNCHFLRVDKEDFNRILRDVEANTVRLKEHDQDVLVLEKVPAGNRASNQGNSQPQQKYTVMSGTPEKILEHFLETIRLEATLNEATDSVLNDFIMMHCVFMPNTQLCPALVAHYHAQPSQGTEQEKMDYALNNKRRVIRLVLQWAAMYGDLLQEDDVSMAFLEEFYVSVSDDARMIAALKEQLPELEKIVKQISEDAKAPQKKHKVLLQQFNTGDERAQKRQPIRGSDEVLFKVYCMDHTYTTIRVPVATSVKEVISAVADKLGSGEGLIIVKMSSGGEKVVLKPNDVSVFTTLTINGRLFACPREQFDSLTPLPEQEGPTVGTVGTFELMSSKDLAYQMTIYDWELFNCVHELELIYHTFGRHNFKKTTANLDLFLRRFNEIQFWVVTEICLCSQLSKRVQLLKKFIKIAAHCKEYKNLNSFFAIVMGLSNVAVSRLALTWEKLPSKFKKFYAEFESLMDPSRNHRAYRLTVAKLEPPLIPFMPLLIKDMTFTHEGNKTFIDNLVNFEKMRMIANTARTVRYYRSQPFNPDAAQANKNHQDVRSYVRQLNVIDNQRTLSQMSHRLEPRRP
# FUS yeast rescue: qHTS for Suppressors of FUS Proteinopathy: Primary screen using FUS-linked yeast assay. actives 0.24% (n = 390,000). Potency, µM (titrated, usually from 76.6 µM), without a hit: at the top dose growth rescue (activation), hits mostly activators. AID 1347120, 2019. S. cerevisiae FUS-expressing, growth rescue, OD600, 24 h;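 also: potency is read from the fitted curve at half-maximal effect; plate controls were DMSO vehicle for no effect and reference control for full effect; nearly all actives have a fitted effect of over 55% in size; some results filed as inactive show a strong effect at the top dose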
#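 Absorbance at 600 nm, taken 24hr after compound addition, measured rescue of FUS-yeast growth at 30C. Induction used 2% galactose with seeding at OD 0.005. Controls: CP55940 from 92uM final, DMSO only.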
# EPAC2 ag: qHTS for Agonist of cAMP-regulated guanine nucleotide exchange factor 4 (EPAC2): primary screen; Rap guanine nucleotide exchange factor 4 (Homo sapiens), Q8WZA2; EPAC2 activation, biochemical qHTS; response scale: 100% = 6.5 mM cAMP response; Potency, µM (series often up to 154 µM), without a hit: top-dose activation, hits mostly activators; actives 0.079% (n = 360,000); AID 720711, 2013; also: potency is read from the fitted curve at half-maximal effect; nearly all actives have a fitted effect of over 50% in size
#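 Guanine nucleotide exchange by EPAC2 is measured as reduced fluorescence of BODIPY-GDP once it is released from 250 nM Rap1B. Plates are read kinetically for 30 min at room temperature; results are scaled to 6.5 mM cAMP.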
# DRD3 antagonist: qHTS of D3 Dopamine Receptor Antagonist: qHTS; AID 652054, 2013; actives 2.5% (n = 360,000); D3R cells, DiscoveRx beta-arrestin luminescence, antagonist mode; active compounds read low; max response, negative = inhibition, %; in the data active = max response below about -50%; inconclusive = no clear call, values can overlap the other calls; also: % is scaled to controls: 0 for no effect and ±100 for the full control effect; mostly tested at two doses, the higher about 12 µM
#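 Cells plated overnight at 1500 cells/well, then exposed to library compounds with dopamine controls for 90 minutes at 37 degrees C. DiscoveRx reagent added for 30–60 minutes at room temperature; luminescence read, quantitative HTS format.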
# TDP-43 yeast inh: qHTS of TDP-43 Inhibitors; actives 1.8% (n = 410,000); Potency, µM (titrated, usually from 46.1 µM), for inactives: at the top dose growth rescue (activation), actives largely listed as activators; TDP-43 expressing yeast growth rescue, BacTiter-Glo, 24 h; also: potency is read from the fitted curve at half-maximal effect; % of control where 0% means no effect; nearly all actives have a fitted effect of over 50% in size
#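 Growth rescue of TDP-43-toxic yeast measured as ATP luminescence (BacTiter-Glo). Cells grown to mid-log in raffinose, induced in galactose at OD600=0.02, exposed to compound 24 hr at 30 deg C.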
# Starred values were filed as active, the others as inactive; ? = inconclusive; . = no result given; [ ] = remark or other dose. Unless noted, calls follow the shape of the dose curve; as a rule, active = well fitted curve in the direction sought with a large enough effect; inconclusive = small, poorly fitted or top-dose-only effect, or another doubt; inactive = no such curve, though single readings can be large; an effect the other way counts as inactive or inconclusive. These rows are one share of the data; rates above refer to the full screens.
SMILES,DRD3 agonist,aSyn yeast inh,Abeta yeast res,EPAC2 antag,FUS yeast rescue,EPAC2 ag,DRD3 antagonist,TDP-43 yeast inh
CCOc1ccc(S(=O)(=O)c2ccc(C)cc2)c2c1no[n+]2[O-],1,2%,-17%,0%,9%,-4%,43,-9%
O=C1COc2ccc(-c3cc(-c4ccccc4)c4c(n3)-c3cc(Cl)ccc3OC4)cc2N1,-7,.,-12%,.,-4%,.,.,?
COc1cc(NC(=O)CS(=O)(=O)c2ccc(C)cc2)cc(OC)c1OC,9,11%,24%,0%,-7%,-8%,?,13%
Cc1cc(C)nc(N/N=C/c2ccccc2OCc2ccccc2)n1,0,-11%,-3%,-5%,19%,7%,54,-6%
Cc1nn(C)c2c1c(C(F)(F)F)cc(=O)n2Cc1ccc(Br)cc1F,12,.,0%,.,-24%,.,.,0%
CCC(C)Sc1cc(C(F)(F)F)c(C(=O)Nc2ccc(Cl)cc2)cn1 (stereo unspecified),8,-4%,-13%,-7%,4%,9%,13,-7%
Cc1cc(NS(=O)(=O)c2ccccc2)no1,-3,-1%,0%,-1%,-29%,11%,3,18%
CCN(CC(=O)Nc1ccc(NC(C)=O)cc1)C(=O)c1n[nH]c(=O)c2ccccc12,4,-13%,-9%,13%,3%,7%,6,0%
O=C(C1CC1)N1CCc2cc(Br)cc(S(=O)(=O)N3CCCCCC3)c21,1,-19%,-30%,0%,29%,16%,5,25%
COc1c2c(c(OC)c3ccccc13)[C@]1(OC2)O[C@H](CCO)C[C@H](O)[C@H]1O,-13,2%,-3%,11%,-1%,7%,?,11%
Cc1ccc(OCc2nnc(NC(=O)OCC(C)C)s2)cc1,2,0%,15%,10%,9%,0%[15.6 µM],0,-12%
Cc1cnc(C(=O)OCC(=O)c2c[nH]c3ccccc23)cn1,-11,-4%,-12%,5%,.,-6%,-12,3%
C=C(c1ccc(O)cc1)c1ccc(O)cc1,-13,-20%,?,-8%,25%,13%,0,-13%
CC(=O)NCCNC(=O)C1(C)Cc2c(-c3ccccc3)ccnc2O1 (stereo unspecified),-3,-2%,-21%,5%,-11%,3%,0,4%
CC(NC(=O)NC1CCCCC1)c1ccc2c(c1)OCO2 (stereo unspecified),0,1%,3%,-6%,-10%,6%,16,20%
COc1ccc(-c2cn(-c3ccc(C)cc3)c(S(=O)(=O)CC(=O)Nc3ccccc3)n2)cc1,-2,.,-2%,.,41%,.,.,?
O=C(Nc1nccs1)C(Br)C(Br)c1ccccc1 (stereo unspecified),4,0%,-72%[inhibitor],3%,5%,7%,24,10µM*
CC(C)NC(=O)C1CCN(C(=O)c2cc3sccc3n2Cc2ccc(Cl)cc2)CC1,10,.,-12%,.,-6%,.,.,6%
NC(=O)c1sc2nnc(-c3ccccc3)c(-c3ccccc3)c2c1N,-6,0%,-6%,?,-9%,-157%[inhibitor],0,10%
CCS(=O)(=O)N1CCN(Cc2ccc([N+](=O)[O-])cc2)CC1,-1,-6%,-10%,23%,.,22%,-4,-10%

# 4 neighbouring compounds already listed:
SMILES,DRD3 agonist,aSyn yeast inh,Abeta yeast res,EPAC2 antag,FUS yeast rescue,EPAC2 ag,DRD3 antagonist,TDP-43 yeast inh
CC(NC(=O)NC1CCCCC1)c1ccc2c(c1)OCO2 (stereo unspecified),0,1%,3%,-6%,-10%,6%,16,20%
COc1ccc(-c2cn(-c3ccc(C)cc3)c(S(=O)(=O)CC(=O)Nc3ccccc3)n2)cc1,-2,.,-2%,.,41%,.,.,?
O=C(Nc1nccs1)C(Br)C(Br)c1ccccc1 (stereo unspecified),4,0%,-72%[inhibitor],3%,5%,7%,24,10µM*
CC(C)NC(=O)C1CCN(C(=O)c2cc3sccc3n2Cc2ccc(Cl)cc2)CC1,10,.,-12%,.,-6%,.,.,6%

# (continued)
SMILES,DRD3 agonist,aSyn yeast inh,Abeta yeast res,EPAC2 antag,FUS yeast rescue,EPAC2 ag,DRD3 antagonist,TDP-43 yeast inh
Cc1cc(C)nc(-n2nc(C)cc2NC(=O)CN2CCC(C)CC2)n1,-10,0%,-4%,6%,.,-14%,26,-32%[inhibitor]
COc1ccccc1NC(=O)CN1CCC(C(=O)c2ccc(F)cc2)CC1,-6,-3%,-2%,-12%,24%,-4%,-70*,-2%
CC12CCC(c3c(CO)nn(-c4ccccc4)c31)C2(C)C (stereo unspecified),9,7%,19%,1%,21%,-6%,13,0%
O=C(O)CNC(=O)/C(=C\c1cccc([N+](=O)[O-])c1)NC(=O)c1ccco1,7,-1%,9%,-3%,11%,0%,8,1%
Cc1cccc(NC(=O)c2oc3ccccc3c2NC(=O)c2cc(=O)c3cc(Cl)ccc3o2)c1,5,.,-2%,.,-2%,.,.,22%
O=C(COc1ccccc1)NCc1ccco1,-9,-4%,-12%,0%,-40%,3%,-24,-13%
COc1ncccc1-c1nnn(-c2ccc(Cl)c(Cl)c2)n1,11,1%,-22%,-8%,-18%,-2%,16,10%
CS(=O)(=O)N1Cc2cc(C(=O)NCC3CC3)nc(-c3cccc(-c4cccnc4)c3)c2[C@H]1CCO,-9,-6%,-21%,1%,2%,4%,?,-12%
Nc1nc2ccccc2n1C(=O)c1ccccc1,1,-18%,0%,-8%,-22%,0%,26,-9%
COc1ccc(C2(C)NC(=O)N(CC(=O)Nc3c(C)n(C)n(-c4ccccc4)c3=O)C2=O)cc1 (stereo unspecified),0,2%,11%,4%,0%,-2%,15,8%
Cc1cc(Cl)c(C)c(S(=O)(=O)N2CCN(CC(=O)N3CCOCC3)CC2)c1Cl,-4,-7%,-17%,?,-3%,3%,-13,-10%
COc1cccc(OC)c1C(=O)NC(=S)NCc1cccnc1,0,-8%,11%,5%,-11%,19%,-6,-3%
COc1ccc(Cn2c(=O)cc(N)n(-c3ccccc3C)c2=O)cc1,4,-11%,5%,5%,-4%,11%,-7,-9%
COc1ccc(-c2csc(C(C)(NC(C)=O)c3ccccc3)n2)cn1 (stereo unspecified),-1,-24%,-5%,-6%,5%,8%,-20,21%
CN(C(=O)COC(=O)C1CCN(S(=O)(=O)c2cccs2)CC1)C1CCS(=O)(=O)C1 (stereo unspecified),2,1%,13%,6%,2%,2%,24,20%
CN(CC(=O)Nc1ccc(N2CCOCC2)cc1)C(=O)CSc1ccccc1F,1,2%,-13%,4%,-7%,1%,2,-14%
O=c1[nH]c(COc2ccc(Cl)cc2Cl)nc2ccccc12,7,1%,5%,7%,5%,-4%,-5,18%
CC1ON=C(c2ccc(F)cc2)NC1=O (stereo unspecified),0,5%,-14%,-6%,-3%,6%,10,24%
O=C(Cc1ccccc1)Nc1ccnn1C1CCN(Cc2ccc(CO)o2)CC1,-2,0%,-6%,6%,8%,-4%,9,18%
Cc1cc(/C=N/NC(=O)c2ccncc2)c(C)n1-c1cccc(C(F)(F)F)c1,1,-1%,-3%,-7%,-8%,-11%,-6,22%
FC(F)Sc1ccc(NC(=S)NC(c2ccccc2)c2ccccc2)cc1,-7,2%,-7%,-8%,5%,6%,0,14%
C[C@H](CO)N1C[C@H](C)[C@@H](CN(C)C(=O)Nc2ccc(C(F)(F)F)cc2)Oc2ccc(NC(=O)C3CCCCC3)cc2C1=O,7,5%,2%,16%,?,-7%,?,19%
COc1ccc(N2C(=O)CSC23C(=O)N(CC(=O)NC2CCCCC2)c2ccccc23)cc1 (stereo unspecified),-14,.,-1%,.,24%,.,.,10%
O=C(c1ccc2c(c1)OCCO2)N(Cc1cccnc1)c1nc2ccc(Cl)cc2s1,9,.,-6%,.,-3%,.,.,17%
Cc1cc(Cl)ccc1OCCCC(=O)NCCN1C(=O)S/C(=C\c2cccnc2)C1=O,0,17%,14%,9%,-2%,-5%,12,25%
COc1cc(NC(=O)c2ccc(N3CC4CC(C3)c3cccc(=O)n3C4)c(NC(=O)c3ccncc3)c2)cc(OC)c1OC (stereo unspecified),-1,0%,15%,2%,19%,10%,5,2%
N#C/C(=C\c1ccncc1)c1ccccn1,-10,4%,-13%,20%,9%,13%,-13,26%
O=C(NNC(=O)c1cc(-c2ccncc2)nc2ccccc12)c1ccccc1F,-5,-3%,-16%,14%,.,-2%,-26,12%
COc1ccc2c(=O)c(-c3ccc4c(c3)OCO4)coc2c1,-4,-9%,1%,2%,-7%,-3%,-20,20%
COc1ccc(-c2noc(CN(C(=O)c3ccoc3C)C(C)C)n2)cc1,8,1%,-1%,-17%,?,2%,5,16%
C(=Nc1ccccc1)c1ccc[nH]1,1,-1%,-2%,-1%,15%,7%,2,9%
O=C(CCC1CCCCC1)NCCN1C2=NC[C@@H](Cc3ccccc3)N2C[C@H]1Cc1ccc(O)cc1,-95,10%,4%,12%,?,3%,?,-6%
O=C(COC(=O)Cc1ccc(Br)cc1)NCc1ccc2c(c1)OCO2,0,0%,8%,0%,15%,11%,-23,-16%
CC1Cc2cc(/C(O)=C3/C(=O)C(=O)N(CCCn4ccnc4)C3c3cccc([N+](=O)[O-])c3)ccc2O1 (stereo unspecified),-7,-4%,-4%,1%,13%,6%,-15,14%
O=C(CSc1nnc(CNc2ccc(F)cc2)n1CC1CCCO1)Nc1ccccc1 (stereo unspecified),1,4%,6%,6%,11%,1%,-7,7%
COc1cccc(N(CC(=O)NC2CC3CCC2C3)S(=O)(=O)c2ccccc2)c1 (stereo unspecified),0,2%,-18%,-2%,8%,13%,14,13%
O=C(O)CCC(=O)Nc1nc2ccc([N+](=O)[O-])cc2s1,2,-3%,2%,8%,-17%,-4%,-11,-3%
Cc1cc(NC(=O)CN2CCOCC2)n(-c2nc3ccccc3s2)n1,10,12%,-5%,2%,12%,-3%,41,?
CCc1cc2c(=O)c(-c3nc4ccccc4n3C)c(C)oc2c(CN2CCN(CCO)CC2)c1O,-7,-4%,-9%,19%,-8%,8%,?,-5%
Cc1cc(N2CCN(C(=O)OC(C)(C)C)CC2)n2ncnc2n1,-3,-1%,5%,-2%,9%,5%,2,-5%
